HCMV inh: inhibitors of human cytomegalovirus | HFF cells, HCMV-luciferase reporter, 72 h; stronger effect = lower value | activity change, negative = inhibition, % at 57.5 µM | 410,000 compounds, 4.5% hits | AID 1259415; in the data active means activity change below about -60%; inconclusive means no clear call, values can overlap the other calls; inactive means above about -39%
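Luciferase read-out from HCMV-luciferase-infected HFFs (MOI 1 PFU/cell) 72 h post infection at 37C; compounds added after 16 h cell attachment; activity normalized between buffer-only basal and Salinomycin (10uM) inhibitor controls.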
AmpC detergent: inhibitors of E. coli AmpC beta-lactamase with detergent; Potency, µM (highest dose often 114 µM), without a hit: at the top dose activity change, negative = inhibition, most hits filed as inhibitors; AID 485294; AmpC hydrolysis of nitrocefin, absorbance 480 nm, 0.01% Triton; 370,000 compounds, 0.041% hits;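 further: potency means the concentration at half of the fitted maximal effect; 0% = no-compound wells and -100% = no-enzyme wells; nearly all actives have a fitted effect of over 25% in size; some results filed as inactive show a strong effect at the top dose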
Target sequence (P00811 whole entry, looked up): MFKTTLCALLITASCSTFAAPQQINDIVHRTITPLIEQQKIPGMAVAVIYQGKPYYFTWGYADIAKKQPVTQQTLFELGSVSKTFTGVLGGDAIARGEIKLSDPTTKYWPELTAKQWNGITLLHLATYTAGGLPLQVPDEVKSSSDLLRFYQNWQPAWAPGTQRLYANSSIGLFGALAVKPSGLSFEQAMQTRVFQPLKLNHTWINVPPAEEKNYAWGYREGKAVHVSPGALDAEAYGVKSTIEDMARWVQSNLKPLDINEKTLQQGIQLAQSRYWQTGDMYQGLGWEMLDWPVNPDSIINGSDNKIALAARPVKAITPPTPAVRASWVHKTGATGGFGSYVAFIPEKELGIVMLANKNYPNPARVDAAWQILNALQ
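20 mM phosphate pH 7.0 + 0.01% (detergent screen) or 0.0001% Triton X-100; 5.3 nM AmpC reagent; cpd preinc 15 min RT; nitrocefin (800 uM stock) to start; A480 q20 s × 4 min; Activity was normalised to no-enzyme and no-compound control wells.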
AMA1-RON2 inh: disrupts binding of P. falciparum AMA1 to RON2; AlphaScreen AMA1-biotinylated RON2 peptide binding; Potency, µM (highest dose often 58.2 µM), without a hit: at the highest dose activity change, negative = inhibition, most hits filed as inhibitors; 360,000 compounds, 0.2% hits; AID 720542;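 further: potency means the concentration at half of the fitted maximal effect; 0% = vehicle wells and -100% = peptide control; nearly all actives have a fitted effect of over 45% in size; some results filed as inactive show a strong effect at the top dose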
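AMA1 (3D7) with his tag at 25 nM final met compounds first, then biotinylated RON2 peptide at 25 nM; detection used donor plus acceptor beads, 10 µg/mL apiece, read by AlphaScreen after 30 min at room temperature.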
HCV inhibitor: inhibitors of hepatitis C virus infection | Huh7.5.1 HCVcc-Cre infection, luciferase reporter, 44 h | Potency, µM (series often up to 41.8 µM), without a hit: at the top dose activity change, negative = inhibition, actives largely listed as inhibitors | 340,000 compounds, 3.4% hits | AID 651820; further: potency means the concentration at half of the fitted maximal effect
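Infectious HCV cell culture screen: compound-treated cells (1,000/well, pre-plated 4 h) are infected with HCVcc-Cre at roughly 0.5 moi and grown 44 h. Infection is quantified by luciferase signal after 15 min substrate incubation at room temperature.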
LmPK inh: blocks Leishmania mexicana pyruvate kinase activity | Potency, µM (top dose mostly 57.5 µM), without a hit: top-dose activity change, negative = inhibition, most hits filed as inhibitors | purified LmPK, Kinase-Glo ATP luminescence, 1 h | 290,000 compounds, 0.37% hits | Q27686; further: potency means the concentration at half of the fitted maximal effect
Target sequence (Q27686 whole entry, looked up): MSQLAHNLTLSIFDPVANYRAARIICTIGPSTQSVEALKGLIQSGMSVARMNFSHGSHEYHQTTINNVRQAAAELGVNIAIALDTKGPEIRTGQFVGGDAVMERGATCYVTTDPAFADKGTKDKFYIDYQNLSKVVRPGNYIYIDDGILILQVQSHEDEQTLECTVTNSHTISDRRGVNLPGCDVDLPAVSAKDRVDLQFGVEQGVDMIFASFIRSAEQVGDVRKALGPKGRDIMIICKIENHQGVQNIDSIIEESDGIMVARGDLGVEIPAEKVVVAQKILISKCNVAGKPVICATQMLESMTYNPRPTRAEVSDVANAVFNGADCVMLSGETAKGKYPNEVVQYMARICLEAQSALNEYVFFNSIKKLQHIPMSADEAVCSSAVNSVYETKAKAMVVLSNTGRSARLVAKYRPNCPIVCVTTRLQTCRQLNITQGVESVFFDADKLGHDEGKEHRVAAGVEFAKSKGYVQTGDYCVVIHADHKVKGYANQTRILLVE
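Screened at intermediate enzyme activity to detect both inhibitors and activators: LmPK at 0.1 nM, with a 0.5 nM enzyme column as activation reference. PEP 0.5 mM, ADP 0.1 mM; ATP detected by luminescence after 1 h.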
AmpC inh no detg: blocks E. coli AmpC beta-lactamase in detergent-free assay. P00811. AmpC nitrocefin hydrolysis, absorbance 480 nm, 0.0001% Triton. Potency, µM (titrated, usually from 57.1 µM), for inactives: at the top dose activity change, negative = inhibition, actives largely listed as inhibitors. 330,000 compounds, 0.52% hits;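 further: potency means the concentration at half of the fitted maximal effect; plate controls were no compound for no effect and no enzyme for full effect; nearly all actives have a fitted effect of over 20% in size; some results filed as inactive show a strong effect at the top dose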
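AmpC (5.3 nM in the dispensed reagent) in 20 mM phosphate pH 7.0 with 0.01% (detergent screen) or 0.0001% Triton X-100 was preincubated with compounds for 15 min at room temperature. Nitrocefin was then added from an 800 uM solution, and hydrolysis was followed at 480 nm.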
TbPYK inhibitor: blocks Trypanosoma brucei pyruvate kinase. 410,000 compounds, 0.12% hits. AID 624173. Q57TT1. TbPYK enzyme, Kinase-Glo Plus ATP luminescence, 45 min. Potency, µM (doses to about 76.8 µM), for the others: at the top dose activity, negative = inhibition, usual class: inhibitors; further: potency means the concentration at half of the fitted maximal effect; nearly all actives have a fitted effect of over 50% in size
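In this concentration-response screen, enzyme-free wells defined baseline while DMSO plates tracked drift. Each reaction combined TbPYK, substrate, compound and 130 uM ADP for 45 min at room temperature. Kinase-Glo Plus luminescence gave the signal.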
* marks the source's active call; other numbers are inactive results; ? = inconclusive; nt = not tested or not shown; [ ] = another dose, or the depositor's remark. Unless noted, the call rests on the fitted dose curve; in most records, active means well fitted curve in the direction sought with a large enough effect; inconclusive means small, poorly fitted or top-dose-only effect, or another doubt; inactive means no such curve, though single readings can be large; an effect the other way counts as inactive or inconclusive. Unless noted, on the % scale 0 is the no-effect control and ±100 the full control effect.

SMILES	HCMV inh	AmpC detergent	AMA1-RON2 inh	HCV inhibitor	LmPK inh	AmpC inh no detg	TbPYK inhibitor
CCOc1ccc(CCNS(=O)(=O)c2ccc3c(c2)NC(=O)CO3)cc1OCC	35	3%	5%	-14%	4%	-11%	-6%
Cc1ccc(S(=O)(=O)N2CCN(C(=O)Cn3c(=O)cnc4ccccc43)CC2)cc1	-21	?	2%	1%	nt	1%	-19%
C[C@@H](NC(=O)c1[nH]cnc1C(=O)Nc1ccccc1)c1ccccc1	-20	-2%	143%[activator]	?	nt	-4%	0%
CCc1ccc(-n2c(=S)sc3c(=O)n(-c4ccccc4OC)c(=S)[nH]c32)cc1	-2	-3%	?	?	2%	-39%	?
O=C(c1ccc(CNS(=O)(=O)c2ccccc2)cc1)N1CCN(Cc2ccccc2)CC1	-76*	-4%	5%	11µM*	2%	87%[activator]	2%
O=C(c1c[nH]c(=O)n(-c2ccccc2)c1=O)N1CCc2ccccc21	35	0%	-10%	11%	1%	-19%	3%
FC(F)Sc1ccc(Nc2ncnc3nc[nH]c23)cc1	65	1%	10%	13%	-2%	-16%	-1%
CC[C@H](C)[C@H](NC(=O)c1ccccc1)C(=O)Nc1ccc(S(=O)(=O)Nc2cc(C)nc(C)n2)cc1	4	-12%	-1%	26%	1%	-14%	-6%
O=C(CCNS(=O)(=O)c1cccc(C(F)(F)F)c1)NCc1ccco1	-6	nt	2%	1%	nt	-15%	0%
C/C(=N/NC(=O)c1cc(-c2ccc(Br)s2)[nH]n1)c1ccco1	4	1%	25%	-16%	-3%	-42%	1%
Cc1ccc(NC(=O)CSc2ncnc3ccccc23)cc1S(=O)(=O)N1CCOCC1	6	-9%	-7%	?	7%	49%	-2%
Cc1cc(C)n(-c2cc(O)c(-n3nc(C)cc3C)cc2O)n1	?	5%	6%	18%	3%	-12%	-16%
CCCC(=O)N1CCC1(C)C(=O)Nc1ccc2c(c1)OCCO2 (stereo unspecified)	-6	nt	-5%	nt	nt	nt	-1%
Cn1cc(S(=O)(=O)NCc2cccs2)c(=O)n(C)c1=O	2	?	-1%	12%	6%	-14%	0%
CC(C)(C)C(=O)/C(C#N)=c1\s/c(=C\c2ccncc2)c(=O)n1CCCN1CCOCC1	nt	-11%	nt	nt	-1%	-3%	nt
COc1cc(N(C)C)c([N+](=O)[O-])cc1C(=O)N1CCOCC1	0	-2%	7%	5%	-2%	-6%	0%
COc1ccc(/C=C/c2onc(C)c2S(=O)(=O)N2CCC(C(=O)N3CCCCC3)CC2)cc1	?	4%	nt	nt	nt	nt	-1%[15.4 µM]
COc1ccc(C(CNC(=O)c2cc3ccccc3o2)N2CCCC2)cc1 (stereo unspecified)	-7	?	-19%	-1%	nt	37%	-4%
CCOC(=O)N1CCN(c2ccc(S(=O)(=O)N3CCOCC3)cc2[N+](=O)[O-])CC1	-11	-13%	-12%	-6%	nt	54%	-1%
O=C(CCn1c(=O)c2ccccc2n(CC(=O)N2CCN(c3ccccc3)CC2)c1=O)NCc1ccco1	-8	-1%	-5%	21%	4%	12%	4%
COc1ccc(NC(=O)CN(C)C(=O)CCc2ccccc2)cc1	-14	-11%	-8%	18%	1%	-4%	3%
Cc1ccccc1C(=O)Nc1c(C)[nH]c(=O)[nH]c1=O	34	1%	-2%	17%	4%	-11%	-10%
CC(C)C[C@H]1CN([C@@H](Cc2ccccc2)CN2CCC[C@H]2CN2C(=O)C(=O)NC[C@@H]2Cc2ccc(O)cc2)C(=O)C(=O)N1CCc1ccccc1	-30	nt	-21%	nt	nt	nt	3%
O=S(=O)(NCc1ccccn1)c1ccc(Cl)s1	-33	2%	9%	10%	2%	-17%	2%
Cc1cc(C(=O)Nc2c(C)n(C)n(-c3ccccc3)c2=O)cs1	-9	-5%	2%	0%	-1%	-15%	1%
Cc1ccccc1NC(=O)c1csc2c1CCCC2	-10	2%	18%	6%	4%	0%	1%
COC(=O)C1=C(c2ccccc2OCc2ccccc2)C[C@@H]2CC[C@H]1N2C(=O)NCc1ccc(C(F)(F)F)cc1	-3	8%	0%	10µM*	nt	-7%	-12%
CN(CCc1ccccn1)C(=O)CCC1CCCN(C(=O)c2c(F)ccc(F)c2F)C1 (stereo unspecified)	-14	3%	14%	23%	-10%	17%	2%
CCN(CC)CCNS(=O)(=O)c1ccc(OC)c(Br)c1	8	-2%	13%	-14%	0%	-6%	4%
Cc1ccc(N2CCN(C(=O)c3c(C)oc4ncnc(N5CCOCC5)c34)CC2)c(C)c1	-31	6%	nt	nt	nt	nt	8%

Another view of some results above:
Screens in order – HCMV inh	AmpC detergent	AMA1-RON2 inh	HCV inhibitor	LmPK inh	AmpC inh no detg	TbPYK inhibitor
> Cc1cc(C(=O)Nc2c(C)n(C)n(-c3ccccc3)c2=O)cs1
  -9	-5%	2%	0%	-1%	-15%	1%
> Cc1ccccc1NC(=O)c1csc2c1CCCC2
  -10	2%	18%	6%	4%	0%	1%

Further results follow:
SMILES	HCMV inh	AmpC detergent	AMA1-RON2 inh	HCV inhibitor	LmPK inh	AmpC inh no detg	TbPYK inhibitor
Cc1cc(OCC(=O)NCC2(N3CCN(C)CC3)CCCCC2)cc(C)c1Cl	-82*	20%	nt	nt	nt	nt	0%
CSC1=NCCN1S(=O)(=O)c1ccc(Cl)cc1	-12	9%	-3%	21%	1%	-13%	-11%
Cc1cc(C(=O)Cn2cc([N+](=O)[O-])ccc2=O)c(C)n1CC1CCCO1 (stereo unspecified)	-16	-14%	-5%	8%	nt	5%	-6%
CC1CCCC(C)N1C(=O)c1ccc2c(c1)S(=O)(=O)c1ccccc1C2=O (stereo unspecified)	-32	?	5%	9%	0%	27%	-1%
CCOc1ccc(S(=O)(=O)N2CCC(C(=O)N3CCOCC3)CC2)cc1Cl	2	-12%	7%	16%	3%	43%	-4%
Nc1ccccc1-c1nnc(-c2ccccc2N)n1N	115	3%	27%	23%	-4%	-9%[2.29 µM]	0%
CCn1c(CN2CCN(C)CC2)nc2cc(NC(=O)c3ccc([N+](=O)[O-])cc3)ccc21	2	20%	nt	nt	nt	nt	1%
CCN(CC)S(=O)(=O)c1ccc(NC(=O)[C@H](CSCc2ccccc2)N2Cc3ccccc3C2=O)cc1	64	19%	nt	nt	nt	nt	-1%
Cc1nc(-c2ccc([N+](=O)[O-])cc2)sc1C(=O)O	-13	10%	-15%	12%	16µM*	-5%	-10%
COc1ccc(NC(=O)CSc2nncs2)cc1S(=O)(=O)N1CCCCC1	10	nt	-6%	3%	nt	-11%	0%

Arranged by number of heavy atoms (descending): some entries from above
SMILES	HCMV inh	AmpC detergent	AMA1-RON2 inh	HCV inhibitor	LmPK inh	AmpC inh no detg	TbPYK inhibitor
COC(=O)C1=C(c2ccccc2OCc2ccccc2)C[C@@H]2CC[C@H]1N2C(=O)NCc1ccc(C(F)(F)F)cc1	-3	8%	0%	10µM*	nt	-7%	-12%
CCN(CC)S(=O)(=O)c1ccc(NC(=O)[C@H](CSCc2ccccc2)N2Cc3ccccc3C2=O)cc1	64	19%	nt	nt	nt	nt	-1%
Cc1ccc(N2CCN(C(=O)c3c(C)oc4ncnc(N5CCOCC5)c34)CC2)c(C)c1	-31	6%	nt	nt	nt	nt	8%
CN(CCc1ccccn1)C(=O)CCC1CCCN(C(=O)c2c(F)ccc(F)c2F)C1 (stereo unspecified)	-14	3%	14%	23%	-10%	17%	2%
Cc1cc(OCC(=O)NCC2(N3CCN(C)CC3)CCCCC2)cc(C)c1Cl	-82*	20%	nt	nt	nt	nt	0%
CC1CCCC(C)N1C(=O)c1ccc2c(c1)S(=O)(=O)c1ccccc1C2=O (stereo unspecified)	-32	?	5%	9%	0%	27%	-1%
Cc1cc(C(=O)Cn2cc([N+](=O)[O-])ccc2=O)c(C)n1CC1CCCO1 (stereo unspecified)	-16	-14%	-5%	8%	nt	5%	-6%
CCN(CC)CCNS(=O)(=O)c1ccc(OC)c(Br)c1	8	-2%	13%	-14%	0%	-6%	4%
Cc1ccccc1NC(=O)c1csc2c1CCCC2	-10	2%	18%	6%	4%	0%	1%
Cc1nc(-c2ccc([N+](=O)[O-])cc2)sc1C(=O)O	-13	10%	-15%	12%	16µM*	-5%	-10%
CSC1=NCCN1S(=O)(=O)c1ccc(Cl)cc1	-12	9%	-3%	21%	1%	-13%	-11%

Next records follow:
SMILES	HCMV inh	AmpC detergent	AMA1-RON2 inh	HCV inhibitor	LmPK inh	AmpC inh no detg	TbPYK inhibitor
COc1ccc(S(=O)(=O)Nc2c(NC3CCCCC3)c3ccccc3oc2=O)cc1	-27	2%	2%	?	4%	-23%	-5%
CCOC(=O)c1c(C=O)c(C)n(Cc2ccc(C)cc2)c1C	-1	6%	0%	3.2µM*	0%	35%	1%
O=S(=O)(Nc1cccc(-c2ccc(N3CCOCC3)nn2)c1)c1ccc(F)c(C(F)(F)F)c1	50	?	nt	nt	nt	nt	2%
CC(=O)Nc1ccc(/C=C/C(=O)c2ccccc2)cc1	nt	-6%	nt	nt	?	-16%	nt
O=S(=O)(c1ccc(S(=O)(=O)N2CCOCC2)cc1)N1CCCC1	-3	-1%	14%	5%	0%	-22%	-16%
O=S(=O)(Nc1ncccc1O)c1ccc(Cl)cc1	?	?	-9%	-2%	-1%	-14%	0%
CC(OC(=O)CCCN=C1NS(=O)(=O)c2ccccc21)C(=O)N(C)c1ccccc1 (stereo unspecified)	-14	0%	2%	1%	nt	-3%	-2%
COC(=O)c1ccc(COC(=O)[C@@H]2CC(O)CN2S(=O)(=O)c2ccccc2[N+](=O)[O-])cc1 (stereo partly specified)	-20	0%	-5%	30%[activator]	nt	7%	2%
Cc1ccc(S(=O)(=O)N2CCC(C(=O)NCCCN3CCOCC3)CC2)cc1C	-24	-12%	69%[activator]	6%	nt	58%	-5%
COCCCNCC(O)COc1cccc2[nH]c(C)cc12 (stereo unspecified)	-30	-2%	-7%	17%	0%	0%	-8%
